# TcdB inh – TcdB glycohydrolase inhibition. P18177. TcdB glycohydrolase enzymatic assay, plate reader. inhibition, % at 9.99 µM. 0.24% of 350,000 active. AID 652162; in the data active = inhibition above about 10%
# Target sequence (P18177 whole entry, looked up): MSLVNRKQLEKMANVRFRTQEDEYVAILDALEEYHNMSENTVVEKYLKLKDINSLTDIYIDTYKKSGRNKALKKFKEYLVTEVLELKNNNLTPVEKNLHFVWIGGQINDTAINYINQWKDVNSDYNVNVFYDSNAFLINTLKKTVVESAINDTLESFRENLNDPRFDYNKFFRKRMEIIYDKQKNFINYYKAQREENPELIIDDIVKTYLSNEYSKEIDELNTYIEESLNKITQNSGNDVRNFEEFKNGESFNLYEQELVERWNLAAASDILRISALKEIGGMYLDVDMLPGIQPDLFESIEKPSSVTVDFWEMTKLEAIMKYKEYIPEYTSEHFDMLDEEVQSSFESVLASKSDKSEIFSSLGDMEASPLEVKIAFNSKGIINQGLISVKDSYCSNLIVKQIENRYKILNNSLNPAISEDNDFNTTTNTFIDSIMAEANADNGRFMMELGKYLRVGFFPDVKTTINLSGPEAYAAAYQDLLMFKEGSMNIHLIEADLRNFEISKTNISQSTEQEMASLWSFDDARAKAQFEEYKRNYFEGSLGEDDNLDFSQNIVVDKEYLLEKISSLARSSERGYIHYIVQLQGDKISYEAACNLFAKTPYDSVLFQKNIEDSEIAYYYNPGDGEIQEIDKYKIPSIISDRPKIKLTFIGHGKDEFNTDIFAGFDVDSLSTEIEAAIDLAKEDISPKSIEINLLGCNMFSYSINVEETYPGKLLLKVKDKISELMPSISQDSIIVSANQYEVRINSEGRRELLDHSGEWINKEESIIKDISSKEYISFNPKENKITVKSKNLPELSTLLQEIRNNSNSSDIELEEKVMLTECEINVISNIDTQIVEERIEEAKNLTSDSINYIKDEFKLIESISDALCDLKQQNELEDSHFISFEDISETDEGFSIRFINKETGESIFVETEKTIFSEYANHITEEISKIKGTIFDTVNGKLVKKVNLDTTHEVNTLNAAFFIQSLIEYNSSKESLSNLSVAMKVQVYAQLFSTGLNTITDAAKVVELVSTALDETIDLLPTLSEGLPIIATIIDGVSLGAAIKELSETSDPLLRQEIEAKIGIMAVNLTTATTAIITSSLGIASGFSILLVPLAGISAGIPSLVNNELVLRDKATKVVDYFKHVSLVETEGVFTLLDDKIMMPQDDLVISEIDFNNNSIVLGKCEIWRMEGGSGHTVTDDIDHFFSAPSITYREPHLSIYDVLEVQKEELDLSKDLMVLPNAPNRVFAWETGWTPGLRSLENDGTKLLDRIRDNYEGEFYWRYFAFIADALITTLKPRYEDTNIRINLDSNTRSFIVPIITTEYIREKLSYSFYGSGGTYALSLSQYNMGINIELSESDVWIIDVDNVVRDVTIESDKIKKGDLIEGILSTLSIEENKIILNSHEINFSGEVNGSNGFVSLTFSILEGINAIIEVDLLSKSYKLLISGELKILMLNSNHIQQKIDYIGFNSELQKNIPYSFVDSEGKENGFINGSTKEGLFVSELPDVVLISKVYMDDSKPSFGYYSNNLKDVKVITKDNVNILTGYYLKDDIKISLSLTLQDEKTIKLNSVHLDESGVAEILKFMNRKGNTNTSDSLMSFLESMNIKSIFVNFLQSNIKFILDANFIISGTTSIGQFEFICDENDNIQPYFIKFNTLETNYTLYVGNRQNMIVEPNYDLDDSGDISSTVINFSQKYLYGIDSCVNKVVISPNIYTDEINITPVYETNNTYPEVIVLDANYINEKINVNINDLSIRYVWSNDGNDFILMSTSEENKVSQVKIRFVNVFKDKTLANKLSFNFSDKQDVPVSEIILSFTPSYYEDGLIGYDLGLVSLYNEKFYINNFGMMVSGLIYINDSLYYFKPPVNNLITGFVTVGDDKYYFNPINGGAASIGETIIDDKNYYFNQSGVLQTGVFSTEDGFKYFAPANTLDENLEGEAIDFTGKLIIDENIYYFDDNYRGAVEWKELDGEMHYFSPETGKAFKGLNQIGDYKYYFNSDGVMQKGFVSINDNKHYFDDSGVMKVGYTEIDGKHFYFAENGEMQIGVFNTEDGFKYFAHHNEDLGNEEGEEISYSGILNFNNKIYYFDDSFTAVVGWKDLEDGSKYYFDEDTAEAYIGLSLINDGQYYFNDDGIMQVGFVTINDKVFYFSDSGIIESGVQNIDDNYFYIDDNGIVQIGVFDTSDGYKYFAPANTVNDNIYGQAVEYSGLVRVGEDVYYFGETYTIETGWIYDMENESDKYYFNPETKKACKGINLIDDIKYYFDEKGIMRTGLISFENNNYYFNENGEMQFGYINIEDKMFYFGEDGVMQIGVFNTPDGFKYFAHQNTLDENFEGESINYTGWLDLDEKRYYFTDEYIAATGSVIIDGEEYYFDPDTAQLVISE
# Active calls of the source: *. Only part of the results is shown; rates above refer to the full screens.
SMILES | TcdB inh
C[C@H](O)C#Cc1ccc2c(c1)O[C@@H](CN(C)C(=O)C1CCC1)[C@@H](C)CN([C@@H](C)CO)S2(=O)=O | -3.5
CS(=O)(=O)N1CC2(C1)[C@H](c1ccccc1)[C@H](CO)N2CC1CC1 | 0.0
O=C(NC1CCC1)[C@@H]1[C@@H](CO)[C@@H]2Cn3c(ccc(C4=CCCC4)c3=O)[C@@H]2N1C(=O)C1CCC1 | -4.8
C[C@@H]1CN([C@H](C)CO)C(=O)c2cccc(NC(=O)c3nc4ccccc4s3)c2O[C@@H]1CN(C)Cc1ccc(C(=O)Nc2ccccc2N)cc1 | -1.0
CO[C@@H]1CN(C)C(=O)c2cc(NC(=O)C3CC3)ccc2OC[C@H](C)N(C(=O)C2CCCCC2)C[C@@H]1C | -2.3
CC(C)NC(=O)Nc1ccc2c(c1)C(=O)N([C@H](C)CO)C[C@H](C)[C@@H](CN(C)Cc1ccc(-c3ccccc3)cc1)O2 | 1.2
O=C(N[C@H]1CC[C@@H](CCNS(=O)(=O)c2ccc(F)cc2)O[C@H]1CO)C1CCC1 | 0.3
CCCNC(=O)C[C@@H]1CC[C@@H]2[C@@H](COc3ccc(NC(=O)c4cc(C)on4)cc3C(=O)N2C)O1 | 0.4
COc1ccc(NC(=O)Nc2ccc3c(c2)CC(=O)N([C@H](C)CO)C[C@H](C)[C@@H](CN(C)C(=O)NC(C)C)O3)cc1 | -1.7
C[C@H](CO)N1C[C@H](C)[C@H](CN(C)C(=O)CCCN(C)C)OCCCC[C@H](C)Oc2ccc(NC(=O)Nc3cccc4ccccc34)cc2C1=O | 0.9
COc1ccc(S(=O)(=O)N(C)C[C@@H]2Oc3ccc(NS(=O)(=O)c4cccs4)cc3CC(=O)N([C@H](C)CO)C[C@@H]2C)cc1 | -1.0
COc1ccc2c3c([nH]c2c1)[C@@H](CO)N(C(=O)C1CCOCC1)CC31CCN(Cc2nccs2)CC1 | -3.4
C[C@@H]1CCCCO[C@@H](CN(C)C(=O)c2ccccc2)[C@H](C)CN([C@@H](C)CO)C(=O)c2cc(NC(=O)CCCN(C)C)ccc2O1 | -1.7
C[C@@H]1CN([C@@H](C)CO)C(=O)c2cccc(NC(=O)CCCCCC(=O)Nc3ccccc3N)c2O[C@H]1CN(C)C | 0.3
COc1ccc(-c2ccc3c(c2)O[C@@H](CN(C)Cc2ccccc2C(=O)O)[C@H](C)CN([C@H](C)CO)S3(=O)=O)cc1 | 0.9
C[C@@H]1CN([C@H](C)CO)C(=O)c2cc(-c3cccc(F)c3)cnc2O[C@H]1CN(C)C(=O)c1cnccn1 | 1.8
O=C(c1ccccn1)N1CC[C@H]2[C@H](CO)Nc3ccc(C#Cc4ccccc4)cc3[C@H]21 | -0.7
C[C@H]1CN([C@@H](C)CO)C(=O)Cc2cc(NC(=O)Nc3ccccc3)ccc2O[C@H]1CN(C)Cc1ccc(-c2ccccc2)cc1 | 0.4
C[C@@H]1CCCCO[C@H](CN(C)C(=O)Cc2ccccc2)[C@@H](C)CN([C@@H](C)CO)C(=O)c2cc(NS(=O)(=O)c3ccccc3)ccc2O1 | 0.2
C[C@H](CO)N1C[C@H](C)[C@H](CN(C)C(=O)Nc2ccccc2)OCCCC[C@H](C)Oc2ccc(NC(=O)C3CCCCC3)cc2C1=O | -0.1
Cc1noc(C)c1S(=O)(=O)Nc1ccc2c(c1)C(=O)N([C@H](C)CO)C[C@@H](C)[C@H](CN(C)S(C)(=O)=O)O2 | 0.4
CC(=O)N(Cc1cccc(F)c1)C[C@@H]1[C@@H](c2ccccc2)[C@@H](CO)N1C(C)=O | 0.3
C[C@@H]1CN([C@@H](C)CO)C(=O)Cc2cc(NC(=O)CCC(F)(F)F)ccc2O[C@H]1CN(C)CC1CC1 | 0.1
C[C@@H]1CCCCO[C@H](CN(C)C(=O)Nc2ccc3c(c2)OCO3)[C@H](C)CN([C@@H](C)CO)C(=O)c2cc(NC(=O)C3CCCCC3)ccc2O1 | 0.8
CCNC(=O)C[C@H]1C=C[C@H](NC(=O)C2CCOCC2)[C@@H](CO)O1 | -0.8
CC(C)NC(=O)Nc1cccc2c1O[C@@H](CN(C)C(=O)Nc1ccc(C(F)(F)F)cc1)[C@H](C)CN([C@H](C)CO)C2=O | 0.9
O=C(C1CCOCC1)N1CC(=O)N2[C@H](CO)[C@H](c3ccc(-c4ccccc4F)cc3)[C@@H]2C1 | 0.8
COCC(=O)Nc1ccc2c(c1)C(=O)N(C)C[C@@H](OC)[C@@H](C)CN(C(C)=O)[C@H](C)CO2 | 1.1
C[C@H]1CN([C@@H](C)CO)S(=O)(=O)c2ccc(C#Cc3ccccc3)cc2O[C@@H]1CN(C)S(=O)(=O)c1cn(C)cn1 | 0.8
COc1ccc2c3c(n(C)c2c1)[C@H](CO)N(Cc1ccncc1)CC31CN(C(=O)Nc2cccc(F)c2)C1 | -0.4
COc1ccc(S(=O)(=O)N(C)C[C@@H]2Oc3ccc(NC(=O)CCC(F)(F)F)cc3CC(=O)N([C@H](C)CO)C[C@H]2C)cc1 | -0.1
C[C@H]1CN([C@@H](C)CO)C(=O)c2ccccc2-c2ccccc2CO[C@H]1CN(C)C(=O)Nc1ccnc(N2CCOCC2)c1 | 1.0
C[C@@H]1CN([C@H](C)CO)C(=O)Cc2cc(NC(=O)Nc3ccc(F)cc3)ccc2O[C@H]1CN(C)C(=O)Nc1ccc2c(c1)OCO2 | 0.6
COc1ccc(S(=O)(=O)N(C)C[C@@H]2OCCCC[C@@H](C)Oc3ccc(NS(=O)(=O)c4ccc(F)cc4)cc3C(=O)N([C@H](C)CO)C[C@H]2C)cc1 | 0.3
C[C@@H]1CN([C@@H](C)CO)C(=O)c2cc(NS(=O)(=O)c3ccc(F)cc3)ccc2O[C@H]1CN(C)S(=O)(=O)c1cn(C)cn1 | -0.2
CCNC(=O)C[C@H]1CC[C@@H]2[C@H](COc3ccc(NS(=O)(=O)c4ccccc4C)cc3C(=O)N2C)O1 | 1.1
CC(C)NC(=O)N(C)C[C@@H]1Oc2ccc(NS(=O)(=O)c3ccc(F)cc3)cc2CC(=O)N([C@@H](C)CO)C[C@H]1C | -1.6
C[C@@H]1CCCCO[C@@H](CN(C)Cc2ccc(C(F)(F)F)cc2)[C@H](C)CN([C@H](C)CO)C(=O)c2cc(NC(=O)Cc3ccccc3)ccc2O1 | -0.4
C[C@H](CO)N1C[C@H](C)[C@@H](CN(C)S(=O)(=O)c2ccc(F)cc2)OCCCC[C@H](C)Oc2ccc(N(C)C)cc2C1=O | -7.7
CN1C(=O)c2cc(NC(=O)c3ccc(Cl)cc3)ccc2OC[C@H]2O[C@H](CC(=O)NCc3cccc(F)c3)CC[C@@H]21 | -0.5
O=C(CC(F)(F)F)N1C[C@@H]2[C@H](c3ccccc31)[C@H](CO)N2C(=O)Cc1ccccc1 | -0.6
CC(C)NC(=O)Nc1ccc2c(c1)C(=O)N([C@H](C)CO)C[C@H](C)[C@H](CN(C)Cc1ccc(Oc3ccccc3)cc1)O2 | -0.2
O=C(C[C@H]1CC[C@@H]2[C@H](COC[C@H](O)CN2Cc2ccc(Cl)cc2)O1)NCc1ccccc1Cl | 1.7
CCCNC(=O)C[C@H]1CC[C@@H]2[C@@H](COc3ccc(NS(=O)(=O)CC)cc3C(=O)N2C)O1 | -0.1
O=C(Nc1ccc(F)cc1)N1CCCCN2[C@@H](CO)[C@@H](c3ccc(C#Cc4ccccn4)cc3)[C@@H]2C1 | 0.7
Cc1ccc(S(=O)(=O)Nc2ccc3c(c2)CC(=O)N([C@H](C)CO)C[C@@H](C)[C@H](CN(C)CC2CC2)O3)cc1 | 0.2
CS(=O)(=O)N1[C@@H](C#N)[C@H](c2ccccc2)[C@@H]1CO | -0.1
Cc1ccccc1S(=O)(=O)N1CCCCN2[C@H](CO)[C@@H](c3ccc(-c4cccc(F)c4)cc3)[C@H]2C1 | -0.2
C[C@@H]1CN([C@@H](C)CO)C(=O)c2cc(/C=C/c3ccccc3)cnc2O[C@@H]1CN(C)S(=O)(=O)c1cn(C)cn1 | 1.6
C/C=C/c1ccc([C@H]2[C@@H](C#N)N(C(=O)NC3CCCC3)[C@H]2CO)cc1 | 0.5
CNC[C@@H]1OCCCC[C@@H](C)Oc2ccc(NS(=O)(=O)c3ccc(C)cc3)cc2C(=O)N([C@@H](C)CO)C[C@H]1C | 0.7
CNC(=O)C[C@@H]1CC[C@H]2[C@H](COc3ccc(NC(=O)c4ccc(F)cc4)cc3C(=O)N2C)O1 | -1.4
CN1c2ccc(C3=CCCCC3)cc2[C@H]2[C@H](CCN2C(=O)C2CCCCC2)[C@H]1CO | -0.6
O=C(C[C@H]1CC[C@H]2[C@@H](COC[C@@H](O)CN2Cc2ccncc2)O1)NCc1ccccc1Cl | 2.0
Cc1ccc(S(=O)(=O)N2C[C@H](O)COC[C@H]3O[C@H](CC(=O)NCc4ccc5c(c4)OCO5)CC[C@@H]32)cc1 | 0.3
C[C@@H]1CN([C@@H](C)CO)C(=O)c2cc(NS(=O)(=O)c3ccc(Cl)cc3)ccc2O[C@H]1CN(C)C(=O)NC1CCCCC1 | 3.0
O=C(Nc1ccccc1F)N[C@@H]1CC[C@@H](CCNC(=O)C2CCOCC2)O[C@@H]1CO | -0.3
C[C@H]1CCCCO[C@@H](CN(C)S(=O)(=O)c2ccc(F)cc2)[C@@H](C)CN([C@@H](C)CO)C(=O)c2cc(N(C)C)ccc2O1 | -27
CCC(=O)N1C[C@@H](C)[C@H](OC)CN(C)C(=O)c2cc(NC(=O)Nc3ccccc3)ccc2OC[C@@H]1C | -0.3
CO[C@H]1CN(C)C(=O)c2cc(NS(C)(=O)=O)ccc2OC[C@@H](C)N(Cc2ccccc2)C[C@H]1C | -0.2

# The list continues:
SMILES | TcdB inh
CCCNC(=O)N1CC2(C1)[C@H](c1ccccc1)[C@@H](CO)N2Cc1cccc(Cl)c1 | -0.2
N[C@H]1CC[C@H](CCn2cc(-c3ccccn3)nn2)O[C@@H]1CO | 0.2
CN1C(=O)c2cc(NS(=O)(=O)c3ccc(Cl)cc3)ccc2OC[C@H]2O[C@@H](CC(=O)O)CC[C@H]21 | 0.2
CO[C@H]1CN(C)C(=O)c2ccc(NC(=O)C3CC3)cc2OC[C@H](C)N(CCC(F)(F)F)C[C@H]1C | 0.0
C[C@@H]1CN([C@@H](C)CO)C(=O)c2cc(-c3cccc(F)c3)cnc2O[C@H]1CN(C)C | -0.1
C[C@@H]1CN([C@H](C)CO)C(=O)Cc2cc(NS(=O)(=O)c3cn(C)cn3)ccc2O[C@@H]1CN(C)Cc1ccc(Oc2ccccc2)cc1 | -0.2
COCC(=O)Nc1ccc2c(c1)C(=O)N(C)C[C@@H](OC)[C@H](C)CN(C(=O)c1ccccc1F)[C@@H](C)CO2 | 0.8
Cc1noc(C)c1NC(=O)Nc1cccc2c1O[C@@H](CN(C)S(=O)(=O)c1ccc(F)cc1)[C@H](C)CN([C@@H](C)CO)C2=O | -0.1
COc1ccc(CN(C)C[C@@H]2Oc3ccc(NS(=O)(=O)c4ccc(Cl)cc4)cc3CC(=O)N([C@H](C)CO)C[C@H]2C)cc1 | 1.2
Cc1ccc(S(=O)(=O)N[C@H]2CC[C@H](CCNC(=O)CN3CCOCC3)O[C@@H]2CO)cc1 | 0.6
CCCNC(=O)[C@@H]1[C@@H](CO)[C@@H]2Cn3c(ccc(-c4ccncc4)c3=O)[C@@H]2N1C(=O)c1ccccc1F | 1.0
C[C@H](CO)N1C[C@H](C)[C@H](CN(C)Cc2ccc(F)cc2)Oc2ncc(-c3ccccc3F)cc2C1=O | 0.8
C[C@@H]1CN([C@@H](C)CO)C(=O)c2cccc(NC(=O)C3CCCCC3)c2O[C@@H]1CN(C)C(=O)Nc1ccc(C(F)(F)F)cc1 | 0.1
C[C@H]1CN([C@@H](C)CO)C(=O)c2cc(-c3ccc(C#N)cc3)cnc2O[C@@H]1CN(C)C(=O)Nc1ccccc1 | -0.7
O=C(Cc1cccnc1)N1CC(=O)N2[C@H](CO)[C@@H](c3ccc(C#CC4CCCC4)cc3)[C@@H]2C1 | -0.3
COc1ccc([C@@H](OC(=O)Nc2ccc(SC)cc2)[C@@H](CCO)OC)cc1O | -1.0
O=C(C[C@H]1C=C[C@H](NC(=O)NC2CCCCC2)[C@@H](CO)O1)NCc1ccc(F)cc1 | -3.1
CO[C@@H]1CN(C)C(=O)c2ccc(NC(=O)c3cccc(F)c3)cc2OC[C@H](C)N(C(C)=O)C[C@@H]1C | 0.2
C[C@H]1CN([C@@H](C)CO)S(=O)(=O)c2ccc(-c3cccnc3)cc2O[C@H]1CN(C)C(=O)NC1CCCC1 | 0.5
CN1C[C@@H]2[C@H](c3ccccc31)[C@H](CO)N2C(=O)Nc1ccccc1Cl | -2.1
C[C@@H]1CN([C@@H](C)CO)C(=O)c2cccc(NC(=O)CCCCCC(=O)Nc3ccccc3N)c2O[C@@H]1CN(C)Cc1ccncc1 | 0.3

# Arranged by formula weight (rising): some entries from above.
SMILES | TcdB inh
COc1ccc([C@@H](OC(=O)Nc2ccc(SC)cc2)[C@@H](CCO)OC)cc1O | -1.0
CCCNC(=O)N1CC2(C1)[C@H](c1ccccc1)[C@@H](CO)N2Cc1cccc(Cl)c1 | -0.2
Cc1ccc(S(=O)(=O)N[C@H]2CC[C@H](CCNC(=O)CN3CCOCC3)O[C@@H]2CO)cc1 | 0.6
C[C@H](CO)N1C[C@H](C)[C@H](CN(C)Cc2ccc(F)cc2)Oc2ncc(-c3ccccc3F)cc2C1=O | 0.8
C[C@H]1CN([C@@H](C)CO)S(=O)(=O)c2ccc(-c3cccnc3)cc2O[C@H]1CN(C)C(=O)NC1CCCC1 | 0.5
Cc1noc(C)c1NC(=O)Nc1cccc2c1O[C@@H](CN(C)S(=O)(=O)c1ccc(F)cc1)[C@H](C)CN([C@@H](C)CO)C2=O | -0.1
